Compound activity: PubChem BioAssay, National Center for Advancing Translational Sciences (NCATS)
A549 tox = A549 cytotoxicity, counter-screen for Nrf2 inhibitors; Potency, µM (titrated, usually from 46 µM), for the others: at the top dose activity change, negative = cytotoxicity, most hits filed as inhibitors; AID 504648; actives 0.16% (n = 390,000); A549 ARE-Fluc cells, CellTiter-Fluor viability, 18-24 h; further: potency means the concentration at half of the fitted maximal effect; on the % scale 0 is the no-effect control and ±100 the full control effect
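Cytotoxicity counterscreen: CellTiter-Fluor fluorescence was measured in A549 ARE_Fluc cells after 18-24 h of compound exposure in a concentration series. The subsequent BugLite luminescent read reports ARE-luciferase activity.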
MCF10A rerep = inducers of DNA re-replication in MCF 10A breast cells; MCF 10A DNA re-replication, Hoechst nuclear intensity, 48 h; Potency, µM (series often up to 46.1 µM), for the others: at the top dose activity, positive = re-replication, actives largely listed as activators; actives 2.9% (n = 350,000); AID 624296; further: potency means the concentration at half of the fitted maximal effect; % of control where 0% means no effect; nearly all actives have a fitted effect of over 50% in size
Nrf2 block = Nrf2 pathway inhibition. A549 ARE-Fluc reporter, luciferase luminescence, 18-24 h. AID 504444. Potency, µM (highest dose often 46 µM), for the others: at the top dose activity change, negative = inhibition, actives largely listed as inhibitors. actives 2.1% (n = 360,000); further: potency means the concentration at half of the fitted maximal effect; on the % scale 0 is the no-effect control and ±100 the full control effect; nearly all actives have a fitted effect of over 60% in size
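In this cell-based qHTS, ARE-driven firefly luciferase in A549 cells reports Nrf2 activity; the luminescent signal after BugLite lysis is the measured value, with a prior CellTiter-Fluor read for cell health.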
TGFb inhibitor = TGF-b pathway inhibition. HepG2 CAGA-GFP TGF-b/SMAD3 reporter, GFP fluorescence, 18 h; TGF-beta stimulated, 500 pg/mL final. Potency, µM (doses to about 46.1 µM), inactives show at the top dose activity, negative = inhibition, most hits filed as inhibitors. actives 1.2% (n = 410,000). AID 588855; further: potency means the concentration at half of the fitted maximal effect; on the % scale 0 is the no-effect control and ±100 the full control effect; nearly all actives have a fitted effect of over 65% in size
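Using HEPG2 CAGA-GFP reporter cells at 1000 cells/well, we pinned test compounds, stimulated with recombinant TGF-beta (500 pg/mL final) and measured total well GFP after 18 h.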
HepG2 viability = kills HepG2 cells in TGF-b inhibitor counter-screen; actives 0.76% (n = 410,000); HepG2 CAGA-GFP viability, ATP luminescence, 18 h; AID 588856; Potency, µM (titrated, usually from 46.1 µM), without a hit: top-dose activity change, negative = cytotoxicity, actives largely listed as cytotoxic; further: potency means the concentration at half of the fitted maximal effect; some results filed as inactive show a strong effect at the top dose
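CellTiter-Glo luminescence gave cytotoxicity after 18 hours at 37 degrees C. The cells were HepG2 CAGA-GFP in 1% FBS DMEM, stimulated with 500 pg/mL TGF-beta after compound addition. %Activity was normalised to no-cell wells (complete cell-killing) and DMSO (no toxicity), and curves were fitted and classified.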
ATXN2 expr inh = reduces ATXN2 reporter expression in HEK-293 cells. actives 0.72% (n = 360,000). Potency, µM (top dose mostly 57 µM), inactives show top-dose activity change, negative = inhibition, most hits filed as inhibitors. AID 1745845. HEK-293 ATXN2-luciferase reporter, luminescence, 24 h; further: potency means the concentration at half of the fitted maximal effect; on the % scale 0 is the no-effect control and ±100 the full control effect; nearly all actives have a fitted effect of over 55% in size
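ATXN2-luciferase reporter cells (luciferase flanked by upstream and downstream ATXN2 gene portions) were treated 24 h at 37 °C with compounds at up to 57 uM. SteadyGlo luminescence gave expression; GF-AFC fluorescence gave viability.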
ATXN viability = reduces viability in counter-screen for ATXN expression inhibitors; S2 cells (HEK-293 line with an ATXN2-luciferase reporter) viability, CellTiter-Fluor protease fluorescence, 24 h; Potency, µM (highest dose often 56.7 µM), actives largely listed as cytotoxic; actives 0.49% (n = 400,000); AID 651635; further: potency means the concentration at half of the fitted maximal effect; nearly all actives have a fitted effect of over 40% in size
Nrf2 ARE act = activators of Nrf2 (ARE) signaling; AREc32 ARE-luciferase reporter (MCF7-derived line), luminescence, 24 h; Potency, µM (highest dose often 46.1 µM), for inactives: at the highest dose activation, usual class: activators; actives 0.31% (n = 410,000); AID 624171; further: potency means the concentration at half of the fitted maximal effect; % of control where 0% means no effect; nearly all actives have a fitted effect of over 65% in size
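Nrf2 activation is followed as ARE-luciferase induction in the AREc32 line after one day of compound treatment; luminescence is read with Steady-Glo.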
IL1B secr inh = inflammasome signaling inhibition, IL-1 beta readout | actives 4.7% (n = 360,000) | activity change, % at 57.5 µM | AID 743279 | THP-1 LPS/ATP IL-1B secretion, AlphaLISA, 16 h; stronger effect = lower value; in the data active means activity change below about -50%; inconclusive means mostly about -30% to -49%; further: on the % scale 0 is the no-effect control and ±100 the full control effect
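THP-1 cells pretreated 1 hr with compounds (up to 57.5 uM final), then stimulated with LPS (250 ng/mL final) plus ATP (1.25 mM final); secreted IL-1B measured by AlphaLISA after 16 hr, decreased signal indicating inhibition.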
An asterisk follows results filed as active; i = inactive; ? = inconclusive; . = not tested or not shown; [ ] = dose if it differs, or a comment. Unless noted, the call rests on the fitted dose curve; in most records, active means well fitted curve in the direction sought with a large enough effect; inconclusive means small, poorly fitted or top-dose-only effect, or another doubt; inactive means no such curve, though single readings can be large; an effect the other way counts as inactive or inconclusive.

SMILES,A549 tox,MCF10A rerep,Nrf2 block,TGFb inhibitor,HepG2 viability,ATXN2 expr inh,ATXN viability,Nrf2 ARE act,IL1B secr inh
COc1cccc(N2CCN(C(=O)c3ccc(CS(=O)c4ccc(Cl)cc4)o3)CC2)c1 (stereo not given),2%,?,-1%,?,-16%,.,?,-1.1%,24
COCCC(=O)N1CCc2c([nH]c3ccccc23)C1C(C)(C)C (stereo not given),3%,0%,4%,-7%,-14%,3%,i,-0.1%,26
CC(C)c1nc(SCc2c(F)cccc2Cl)c2c(=O)n(C)c(=O)n(C)c2n1,16%,1%,7%,-8%,4%,10%,i,-0.5%,0
COc1ccc(CNC(=O)C(c2ccc(C)o2)N(C(=O)c2csnn2)c2ccc(C(C)C)cc2)cc1 (stereo not given),-24%,?,?,?,-35%,-3%,?,8.3%,?
CCC1CCCCN1CCCNC(=O)Cn1c(=O)c2cccn2c2ccccc21 (stereo not given),2%,17%,3%,-3%,-11%,-6%,i,-0.9%,-10
Cc1cc2c(c(=O)n1C)C(Cc1ccccc1)C(C#N)=C(N)O2 (stereo not given),1%,1%,15%,-10%,2%,-20%,?,0.5%,-27
COc1ccc(OCCOC(=O)CNS(=O)(=O)c2ccc(SC)c([N+](=O)[O-])c2)cc1,1%,-4%,?,11%,-28%,-1%,i,-0.2%,5
CCC(=O)N1CCN=C1SCc1cc(C)ccc1C,1%,14%,-14%,2%,-12%,3%,i,-0.1%,9
c1ccc2c(c1)ccc1nnnn12,10%,?,-8%,9%,9%,-3%,i,0.1%,-2
CS(=O)(=O)N(CC(=O)N1CCOCC1)c1cccc(Cl)c1,.,.,.,-4%,5%,.,i,-0.6%,-3
NS(=O)(=O)c1ccc(NS(=O)(=O)c2ccc(C3CNC(=O)C3)cc2)cc1 (stereo not given),5%,2%,-6%,?,-2%,11%,i,-0.2%,-8
COc1ccccc1NC(=O)CN1CCC(c2nc3ccccc3[nH]2)CC1,-1%,2%,?,0%,1%,-8%,i,-0.3%,27
CCCCNC(=O)C1(C)CCC(=O)N1CCCn1ccnc1 (stereo not given),.,.,.,-19%,-2%,13%,i,0.0%,8
O=C(O)c1cc(=O)c2cccc(O)c2[nH]1,-11%,.,17%,0%,-21%,.,.,.,.
COc1ccccc1NC(=S)N(Cc1ccc(C)cc1)Cc1cccnc1,5%,2%,-1%,0%,3%,-14%,i,0.2%,-6
CN(C(=O)CSc1ncnc2sccc12)C1CCS(=O)(=O)C1 (stereo not given),0%,-2%,-8%,5%,-2%,-8%,i,1.2%,12
Cc1ccc(-c2nnc(N3CCCCC3)c3ccccc23)cc1S(=O)(=O)NCC1CCCO1 (stereo not given),-12%,-2%,.,?,-26%,-5%,i,2.8%,-26
COC(=O)C(C)N(C(=O)c1cccc2ccccc12)c1c(C)cccc1C (stereo not given),-11%,?,18µM*,4%,-1%,-13%,i,-1.6%,-1
O=[N+]([O-])c1ccc2nc(Cl)nc(-c3ccccc3)c2c1,0%,0%,-25%,5%,-33%,.,i,3.1%,-5
Cc1ccccc1N(CC(=O)Nc1ccccc1C(=O)O)S(C)(=O)=O,7%,11%,30%,-12%,-27%,25%,i,0.1%,24
Cc1ccc(-c2nc3ccc(Br)cn3c2Cc2ccccc2)cc1,.,.,.,-22%,0%,41%[activator],?,3.3%,0
O=C(CSc1nc(O)cc(=O)n1-c1ccccc1)N1CCCCC1,4%[1.84 µM],-4%,-3%,-9%,-8%,4%,i,-0.2%,1
Cc1occc1C(=O)Nc1cccc(Cn2cccn2)c1,-4%,3%,5%,-1%,-40%,23%,i,-0.5%,6
O=c1[nH]c(=O)n(-c2ccccc2)c2c1C(C(F)(F)F)(C(F)(F)F)N=C(CCC1CCCCC1)N2,?,16µM*,18µM*,-5%,-19%,2%,i,-0.1%,21
Cc1cccc(NS(=O)(=O)c2ccc(OCC(=O)N3CCCC3)cc2)c1,-5%,-1%,-13%,?,11%,3%,?,-0.1%,12
COc1ccccc1C(=O)Nc1cccc(N(C)S(C)(=O)=O)c1,19%,-19%,.,0%,-4%,-2%,i,-0.4%,-4
Cc1c(Cl)cnc(NC(=O)COC(=O)c2ccncc2)c1Cl,2%,-2%,9%,3%,-46%,9%,i,0.5%,13
CCOC(=O)c1ccc(N2C(=O)c3[nH]nc(-c4ccccc4)c3C2c2cccs2)cc1 (stereo not given),?,.,?,7.1µM*,-46%,.,.,-2.6%,.
C/C(=N\NC(=O)CNC(=O)C(c1ccccc1)c1ccccc1)c1ccc(C(C)(C)C)cc1,-15%,?,?,0%,10%,-26%,?,0.3%,7
COc1ccc(C(=O)CSc2nnc(CNC(=O)c3ccco3)n2C)cc1OC,-5%,-2%,-6%,-4%,-6%,-7%,?,-0.1%,-11
CC(C(=O)Nc1ccc(Cl)cc1)N(C)Cc1cccs1 (stereo not given),0%,-16%,-4%,2%,-6%,-5%,i,0.8%,?
Cc1cc(C)c(NC(=O)COC(=O)c2cccc3c2C(=O)c2ccccc2C3=O)c(C)c1,-11%,?,16µM*,?,-1%,-26%,i,0.3%,?
CCC(=O)N1CCc2cc(S(=O)(=O)NCc3ccc(C)cc3)ccc21,0%,.,?,?,-28%,-13%,i,-1.3%,.
C=CCNc1nc(-c2ccc3c(c2)OCCO3)cs1,2%,4%,?,0%,-13%,27%,i,7.4%,?
COc1ccc(-c2nc3ccccc3s2)cc1NC(=O)COc1ccccc1C,1%,.,25%,14%,-8%,17%,i,-1.2%,.
Cc1cc(N2CCN(C)CC2)nc2ccc(NC(=S)N3CCN(c4ccccn4)CC3)cc12,1%,24%,-4%,-25%,-27%,-18%,i,6.4%,?
COc1ccc(-c2csc(Nc3ccccn3)n2)cc1OC,0%,?,?,?,-31%,50%[activator],i,3.4%,-70*
O=C1C=C(c2ccc(Oc3ccccc3)cc2)C[C@@H](c2ccc(Cl)cc2)C1,-1%,-2%,6%,5%,0%,14%,i,0.6%,-13
CC(=O)c1c(-c2ccccc2)c2cc(Cl)ccc2[nH]c1=O,4%,-41%[inhibitor],-24%,-22%,-16%,-36%,i,-0.6%,-20
COC(=O)c1ccc(N2CCc3ccccc32)c([N+](=O)[O-])c1,-9%,?,28%,-3%,1%,-8%,i,0.6%,0
CCc1nc(Nc2ccccc2F)c2oc3ccccc3c2n1,20%,?,?,-17%,-16%,-2%,i,?,-9
Cc1cc(NS(=O)(=O)c2ccc(NC(=O)c3cnc4sccn4c3=O)cc2)nc(C)n1,-2%,-3%,11%,2%,4%,5%,i,0.0%,18
Cn1nnc2cc(C(=O)Nc3ccccc3F)ccc21,2%,-12%,?,16%,-15%,34%,i,2.3%,-25
CC/C(=N/NC(=O)CNc1ccc(Cl)cc1C)c1ccccc1,2%,?,-8%,-18%,12%,-17%[11.3 µM],i,-0.3%,11
CCCC(O)(CCC)C(=O)NN1CCCCC1,-6%,-2%,.,-24%,0%,-6%,i,-0.5%,20
CCOc1ccccc1/C=N/OCC(=O)NCc1ccc(F)cc1,-2%,0%,6%,-4%,-24%,-19%,i,0.2%,-5
CC1=C(C(=O)Nc2ccc(F)c(F)c2)C(c2cccs2)NC(=S)N1 (stereo not given),-3%,2%,6%,0%,13%,-1%,i,0.3%,-7
COCCN1Cc2cccc(C(=O)Nc3ccc(S(=O)(=O)N4CCCCCC4)cc3)c2C1=O,-1%,11%,-2%,0%,-3%,-2%,i,-0.8%,28
CC(C)CC(COCc1ccc(Cl)cc1)N1CCN(C(=O)c2ccc(C(F)(F)F)cc2)CCC1=O (stereo not given),?,?,?,?,-45%,?,?,-3.1%,?
COC(=O)c1ccc(C)c(NS(=O)(=O)c2ccc3c(c2)OCCO3)c1,?,0%,-15%,-20%,-7%,1%,i,0.8%,42
C[C@@H](C(=O)NCc1c(F)cccc1Cl)N1C(=O)N2CCc3c([nH]c4ccccc34)[C@@]2(C)C1=O,-1%,4%,?,?,-29%,-6%,?,3.0%,-12
COc1cnc(-c2ccccc2)nc1Sc1ccccc1,8%,-3%,15%,-26%,-19%,10%,i,6.2%,58
Cc1ccc(CSc2nc3ccncc3n2Cc2nc(-c3ccc(Cl)cc3)oc2C)cc1,?,.,-29%,-2%,-27%,16%,i,0.4%,.

Structural class: the compounds so far containing a tert-butyl group.
SMILES,A549 tox,MCF10A rerep,Nrf2 block,TGFb inhibitor,HepG2 viability,ATXN2 expr inh,ATXN viability,Nrf2 ARE act,IL1B secr inh
COCCC(=O)N1CCc2c([nH]c3ccccc23)C1C(C)(C)C (stereo not given),3%,0%,4%,-7%,-14%,3%,i,-0.1%,26
C/C(=N\NC(=O)CNC(=O)C(c1ccccc1)c1ccccc1)c1ccc(C(C)(C)C)cc1,-15%,?,?,0%,10%,-26%,?,0.3%,7

Complete entries, quoted from the list:
O=C(O)c1cc(=O)c2cccc(O)c2[nH]1 is listed as A549 tox = -11%; MCF10A rerep = .; Nrf2 block = 17%; TGFb inhibitor = 0%; HepG2 viability = -21%; ATXN2 expr inh = .; ATXN viability = .; Nrf2 ARE act = .; IL1B secr inh = .
CC(C(=O)Nc1ccc(Cl)cc1)N(C)Cc1cccs1 (stereo not given) is listed as A549 tox = 0%; MCF10A rerep = -16%; Nrf2 block = -4%; TGFb inhibitor = 2%; HepG2 viability = -6%; ATXN2 expr inh = -5%; ATXN viability = i; Nrf2 ARE act = 0.8%; IL1B secr inh = ?
